From PubChem
BCLXL inh = Bcl-xL (human) inhibition | GST-Bcl-xL / FITC-Bim BH3 peptide fluorescence polarization | 320,000 compounds, 0.7% hits | Q07817 | inhibition, % at 10.9 µM;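 active means inhibition above the mean of all tested compounds plus 3 SD, cutoff set per campaign, cut at about 30% in these data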;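 further: 0% = DMSO wells and 100% = unlabeled Bim-BH3 peptide competitor; inhibitors lower millipolarization by displacing the labeled peptide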
Target sequence (Q07817 whole entry, looked up): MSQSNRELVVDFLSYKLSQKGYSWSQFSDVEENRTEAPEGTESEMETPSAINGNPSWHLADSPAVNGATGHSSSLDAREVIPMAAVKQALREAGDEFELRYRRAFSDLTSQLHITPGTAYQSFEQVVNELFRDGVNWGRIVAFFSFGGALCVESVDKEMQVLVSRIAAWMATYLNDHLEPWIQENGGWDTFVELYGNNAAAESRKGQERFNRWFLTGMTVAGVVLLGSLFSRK
GRK2 inh = inhibitors of human GRK2 displacing RNA aptamer. AID 488847. inhibition of aptamer binding, % at 10 µM. 330,000 compounds, 0.59% hits. bead flow cytometry, FAM-aptamer displacement from GRK2;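 active means inhibition of aptamer binding above 40%, roughly 3 SD of noise, on plates passing a quality check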;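 further: median bead fluorescence of bound FAM aptamer so fluorescent compounds give negative values; no value below 0 was filed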
VLA-4 inh = inhibition in a human VLA-4 binding assay; P13612; VLA-4 expressing cells, ligand binding flow cytometry; inhibition, % (about 7 µM as worked out from the volumes in the protocol); 330,000 compounds, 0.2% hits; in the data active means inhibition above about 50%
Fam108B inh = counter-screen for RBBP9 inhibitors: inhibitors of mouse Fam108B; recombinant Fam108B, FP-Rh probe fluorescence polarization; inhibition, % at 9.51 µM; 300,000 compounds, 0.33% hits;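 active means inhibition above the screen mean inhibition plus 3 SD, computed separately per campaign, cut at about 18% in these data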;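 further: inhibitors lower polarization as less probe binds the enzyme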
AGP1-GFP MLPCN = modulators of TOR pathway AGP1-GFP in S. cerevisiae; GFP response vs DMSO, % at 10 µM; 320,000 compounds, 0.02% hits; AID 2066; S. cerevisiae AGP1-GFP multiplex flow cytometry, 3 h; GFP as percent of DMSO wells;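 active means GFP response relative to DMSO above a set limit, near screen average plus 3 SD, cut at about 150% in these data; inconclusive means fewer than 70 cells counted for the yeast strain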;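 further: median GFP channel fluorescence of the gated AGP1 strain per well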
MCL1-BIM inh = inhibitors of human MCL1 binding to BIM-BH3 peptide | GST-MCL1 / FITC-Bim-BH3 fluorescence polarization | inhibition, % at 10.9 µM | 320,000 compounds, 0.68% hits;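 active means inhibition above the mean inhibition of all tested compounds plus 3 SD, set per campaign, cut at about 40% in these data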;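 further: 0% = DMSO wells and 100% = unlabeled Bim-BH3 peptide control; higher means more loss of mP so more displacement of Bim peptide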
Target sequence (Q07820 whole entry, looked up): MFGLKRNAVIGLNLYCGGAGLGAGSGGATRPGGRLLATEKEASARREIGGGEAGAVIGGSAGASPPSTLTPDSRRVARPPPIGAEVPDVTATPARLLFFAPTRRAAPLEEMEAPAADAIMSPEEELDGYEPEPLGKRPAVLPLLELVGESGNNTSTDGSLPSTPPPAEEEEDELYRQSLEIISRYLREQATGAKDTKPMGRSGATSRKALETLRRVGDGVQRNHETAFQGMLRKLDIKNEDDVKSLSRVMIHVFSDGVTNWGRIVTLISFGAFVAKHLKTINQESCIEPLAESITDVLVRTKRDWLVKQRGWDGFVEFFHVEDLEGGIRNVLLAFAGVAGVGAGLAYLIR
GLD-1 RNA inh = GLD-1-TGE RNA interaction inhibition (C. elegans); purified GLD-1 + fluorescein TGE RNA, fluorescence polarization; inhibition, % at 5.96 µM; 320,000 compounds, 0.44% hits;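 active means percent inhibition above a per-plate cutoff, the plate mean of test compounds plus 3 SD, cut at about 30% in these data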;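 further: 0% = DMSO wells with GLD-1 and probe and 100% = wells lacking GLD-1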
MEX-5 binding = C. elegans MEX-5 TCR-2 RNA binding activity; 300,000 compounds, 0.38% hits; MEX-5/FITC-TCR2 RNA binding, fluorescence polarization; stronger effect = lower value; activity score (negative = inhibition of binding), % at 10 µM;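 active means inhibition past about -25% in most replicates, and total fluorescence under double the plate's negative control median, limit read from the data; inconclusive means replicates evenly split on the limit, or fluorescence at least double controls; inactive means too little inhibition in most replicates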;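 further: 0% = DMSO and -100% = 5 µM competing unlabeled TCR2 RNA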
Target sequence (Q9XUB2 whole entry, looked up): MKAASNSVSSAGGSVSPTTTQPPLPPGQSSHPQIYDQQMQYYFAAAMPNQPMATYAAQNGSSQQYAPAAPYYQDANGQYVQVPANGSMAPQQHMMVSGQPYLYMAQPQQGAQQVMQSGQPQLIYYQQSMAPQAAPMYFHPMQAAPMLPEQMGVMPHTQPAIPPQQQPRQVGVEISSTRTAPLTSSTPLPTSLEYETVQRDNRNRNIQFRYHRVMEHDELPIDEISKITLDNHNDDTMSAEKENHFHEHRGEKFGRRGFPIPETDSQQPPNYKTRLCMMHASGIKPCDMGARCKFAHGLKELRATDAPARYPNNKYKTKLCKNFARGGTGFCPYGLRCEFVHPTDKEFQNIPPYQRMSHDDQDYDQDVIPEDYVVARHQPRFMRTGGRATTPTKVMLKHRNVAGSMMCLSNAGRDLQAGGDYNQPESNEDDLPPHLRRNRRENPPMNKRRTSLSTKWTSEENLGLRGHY
CIT2-GFP yeast = alters CIT2-GFP fluorescence in TOR pathway yeast screen; S. cerevisiae CIT2-GFP strain, flow cytometry, 3 h; 100 means same as DMSO wells; GFP response vs DMSO, % at 10 µM; 320,000 compounds, 0.065% hits;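 active means GFP response relative to DMSO above a set limit, near the screen mean plus 3 SD, cut at about 150% in these data; inconclusive means Fewer than 70 cells measured for a yeast strain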;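 further: ratio of well median GFP fluorescence to mean of DMSO wells on the plate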
The depositor's hits bear a star; i = inactive; ? = inconclusive; nt = no result given; & = joins results of further samples; [ ] = dose if it differs, or a comment. The order is random; any-hit rate near 2.2%.

SMILES	BCLXL inh	GRK2 inh	VLA-4 inh	Fam108B inh	AGP1-GFP MLPCN	MCL1-BIM inh	GLD-1 RNA inh	MEX-5 binding	CIT2-GFP yeast
C=CCN1C(=O)c2ccc(C(=O)N(C)CC(=O)Nc3ccc(Br)cc3C)cc2C1=O	-2.1	1.0	-7.5	-2.7	105.4	3.6	3.1	0.2	99.9
Cc1ccc(NC(=O)c2ccc3c(c2)OCCO3)cc1C	5.4	1.0	9.5	-0.4	96.4	3.6	-3.8	0.9	90.8
COc1ccc(C(C)=O)cc1CC(=O)Nc1cccc(S(=O)(=O)N2CCOCC2)c1	-3.7	3.0	-3.4	nt	104.2	-12.5	-1.8	nt	100.2
Cc1ccc(OCCSc2ncnc3nc[nH]c23)cc1	2.1	0.0	-0.5	-0.1	90.1	-1.2	0.8	0.2	87.0
COc1ccccc1CNS(=O)(=O)c1cc2c3c(c1)CCN3C(=O)CC2	5.5	4.0	9.1	1.0	88.4	7.7	-3.3	0.7	91.7
COc1ccccc1CN1CC(C(=O)NCC2CCCO2)CC1=O (centres undefined)	6.1	2.0	6.7	-0.5	104.5	6.3	4.9	0.4	99.0
Cc1ccc(-n2nc3c(c2NC(=O)c2ccc4c(c2)OCO4)CS(=O)(=O)C3)cc1C	8.3	0.0	-11.7	1.2	104.0	8.0	3.3	-0.1	97.0
O=C(NCc1cccc(CNC(=O)Nc2cccc(O)c2)c1)Nc1cccc(O)c1	3.5	0.0	13.9	0.7	100.0	4.8	2.6	3.4	100.5
O=C1NC(=O)C(c2ccccc2)(c2ccccc2)N1	3.2&5.1	1.0&0.0	11.5&15.1	0.0&-6.6	89.1&93.3	3.3&8.0	4.8&1.6	-1.6&4.9	79.3&85.9
O=C(COC(=O)C1=COCCO1)Nc1cccc(S(=O)(=O)N2CCOCC2)c1	5.0	0.0	17.1	2.6	99.8	0.1	5.3	-0.5	102.1
COc1cc(C(=O)N(Cc2ccc(F)cc2)C2CCS(=O)(=O)C2)cc(OC)c1OC (centres undefined)	4.1	3.0	-4.3	1.0	106.1	5.2	3.4	1.0	96.5
COc1ccc(CCNC(=O)Cn2ccc3cc(S(=O)(=O)N4CCCC4)ccc32)cc1OC	0.9	6.0	1.1	-1.8	14.8	-6.3	2.4	-2.7	110.8
C=CCNc1nc(-c2ccc(O)c(C(N)=O)c2)cs1	9.0	0.0	30.3	3.1	99.0	8.4	3.4	-1.8	100.8
Cc1cccc(Cc2ccc(Cl)nn2)c1	3.1	0.0	17.9	5.1	113.8	1.9	-1.8	-0.9	113.9
N#CCCN(Cc1ccccc1)C(=O)c1nccnc1C(=O)O	1.8	4.0	8.7	-0.5	113.2	-6.0	1.9	-0.3	110.9
COc1ccc(C(=O)CSc2nnc(-c3ccc(C)cc3)o2)cc1	-1.5	0.0	5.3	-3.0	97.3	-1.1	2.1	-0.4	102.1
Cc1cc(C(=O)CSc2nncs2)c(C)n1-c1c(C)n(C)n(-c2ccccc2)c1=O	1.5	0.0	-6.2	1.8	104.7	5.7	-1.7	-0.7	95.7
CCOc1ccc(OCCCCn2ccnc2)cc1	-1.3	0.0	14.9	7.2	98.1	2.1	-2.3	-2.0	102.0
Cc1c(Cl)c([N+](=O)[O-])nn1CCCC(=O)Nc1cccc(Cl)c1Cl	3.2	5.0	-24.5	8.4	100.6	0.9	-4.0	-2.1	111.6
COCc1cc(C)nc(OCC(=O)N/N=C/c2ccc(O)cc2)c1C#N	4.9	3.0	3.4	2.1	107.6	3.9	-0.1	-0.8	110.0
COc1ccc(C(=O)N2CCC(n3nccc3NC(=O)C3CC3)CC2)cc1F	1.0	2.0	-7.0	-5.8	102.8	-0.3	-1.3	-0.3	101.5
CCn1cc(C(=O)NCC2CCCO2)c(=O)c2cc(S(=O)(=O)N(C)C)ccc21 (centres undefined)	-2.1	5.0	12.2	0.5	107.5	3.1	2.7	0.7	97.8
N#Cc1ccc(C(=O)OCC(=O)Nc2cccc(S(=O)(=O)N3CCCCC3)c2)cc1	-6.0	0.0	17.5	nt	87.2	-7.8	4.1	nt	93.0
CCOc1ccc(N2CC(C(=O)NCC(=O)Nc3ccc(F)c(F)c3F)CC2=O)cc1 (centres undefined)	4.9	0.0	-32.0	nt	104.6	3.1	0.7	nt	99.0
O=C(NCc1ccccc1)N1CCC(CO)(Cc2cccc(F)c2)CC1	7.4	3.0	21.5	-4.2	112.9	5.5	-2.1	-0.7	112.6
COc1cc(/C=N/NC(=O)c2ccc(F)cc2)ccc1OC(=O)c1ccco1	3.7	4.0	i	1.9	94.9	4.1	0.8	0.6	116.0
O=C(c1ccc(F)cc1F)N1CCC(N2CCC(C(=O)N3CCOCC3)CC2)CC1	7.1	0.0	3.6	-1.3	113.4	5.3	0.1	-1.3	111.8
CCC(C)(C(=O)NC1CCCC1)N(C(=O)CC1NC(=O)NC1=O)c1c(C)n(C)n(-c2ccccc2)c1=O (centres undefined)	-0.7	3.0	-3.4	0.8	101.5	-0.3	3.1	1.3	101.3
COc1ccccc1NC(=O)c1ccc(Cl)c(S(=O)(=O)NCc2ccco2)c1	6.9	1.0	-1.0	nt	100.3	8.0	5.1	nt	98.2
Cc1ccc(C)n1CCN1CCN(S(=O)(=O)c2ccc(F)cc2F)CC1	2.8	0.0	1.9	3.4	111.7	2.8	1.1	2.4	106.1
Cn1cccc1Cc1nnc(SCC(=O)NCC2CCCO2)n1CCc1ccccc1 (centres undefined)	-6.3	0.0	4.9	-2.0	104.2	-3.5	10.6	0.0	97.6
COc1ccc(NS(=O)(=O)c2cc(C)ccc2C)cc1	5.7	1.0	-16.2	2.5	nt	3.4	22.4	1.8	91.7
CCOc1ccc(CN(C)C(=O)CN2C(=O)NC3(CCCc4ccccc43)C2=O)cc1 (centres undefined)	-10.8	2.0	-13.7	nt	93.5	-10.0	-0.4	nt	91.0
COc1ccccc1C(=O)N(Cc1ccccc1)c1ccc(C)cc1	5.3	0.0	5.8	3.8	98.6	0.2	1.2	1.7	96.7
Cc1ccc2[nH]c(=O)c(CN(CCCN3CCOCC3)C(=O)Nc3cccc(Cl)c3)cc2c1	3.0	0.0	-0.1	0.0	102.8	-2.1	-0.1	-2.1	108.2
O=C(c1ccc(N2CCCC2)c([N+](=O)[O-])c1)N1CCN(c2ccccn2)CC1	3.8	0.0	12.5	2.9	84.9	-2.0	5.1	-0.3	92.7
O=C1C=C(NNC(=O)c2ccncc2)CC(c2ccccc2)C1 (centres undefined)	75.3*	2.0	10.1	-3.4	99.6	71.6*	126.3*	-17.8	94.6
CCN(C(=O)c1cc(S(=O)(=O)N2CCCC2)ccc1C)C1CCS(=O)(=O)C1 (centres undefined)	1.9	1.0	9.2	nt	102.4	1.3	2.3	nt	106.7
CCN(CC)c1c([N+](=O)[O-])c(=O)oc2ccccc12	-1.2	1.0	7.0	-4.1	102.2	-3.9	1.1	3.2	99.5
O=C(c1ccc(Cl)c(Cl)c1)N1CCC(=O)N(C(COCc2ccc(Cl)cc2)Cc2ccccc2)CC1 (centres undefined)	-0.1	0.0	-4.9	-0.3	81.1	0.9	-1.5	0.3	90.7
O=C(CSc1nnc(-c2ccc(Cl)cc2)o1)NNC(=O)c1ccncc1	-1.7	5.0	14.9	4.2	114.0	-3.7	3.4	-2.2	99.5
O=C(/C=C/c1cc([N+](=O)[O-])ccc1OC(F)F)Nc1cccc2ccccc12	0.6	2.0	23.9	-0.7	94.0	2.6	3.0	1.1	95.0
CC1CCN(C(=O)CCc2nnc(-c3ccccc3)o2)CC1	4.9	2.0	-1.3	2.2	97.6	7.4	4.3	-0.7	85.5
CCn1c(=O)c2sccc2n(Cc2cc(C(=O)OC)ccc2OC)c1=O	3.2	0.0	8.2	0.4	96.4	-2.0	4.6	0.6	98.0
COc1ccccc1NC(=O)CN(C)S(=O)(=O)c1ccc(F)cc1	3.4	2.0	0.8	-3.1	102.5	6.0	0.5	1.2	98.5
CCN(CC)c1ccc(/C=N/NC(=O)CN2CCCc3ccccc32)cc1	3.2	3.0	1.1	4.5	100.3	9.1	5.8	0.1	99.1
O=C(CSc1nc2ccccc2s1)N1CCCCC1	8.3	2.0	0.0	1.0	103.7	9.3	-1.2	1.5	99.6
COc1cccc(CNC(=O)C2=C(C)C(=O)OC23CCC(C)CC3)c1 (centres undefined)	5.1	2.0	24.9	3.2	97.3	4.8	1.6	2.2	94.7
c1cnc(Nc2nc(-c3ccc4ccccc4c3)cs2)nc1	-0.9	0.0	-0.1	2.7	93.6	-0.8	11.5	-1.4	93.7
Brc1ccc(-c2noc(-c3ccccc3)n2)o1	0.1	0.0	-6.4	-0.9	105.0	-0.5	1.5	-0.6	110.0

(continued)
SMILES	BCLXL inh	GRK2 inh	VLA-4 inh	Fam108B inh	AGP1-GFP MLPCN	MCL1-BIM inh	GLD-1 RNA inh	MEX-5 binding	CIT2-GFP yeast
COc1ccc(C2CC(c3ccc(OC)cc3)n3nc(NC(=O)c4cccs4)nc3N2)cc1 (centres undefined)	-7.6	1.0	-2.9	-2.2	101.8	-8.0	4.0	-2.2	99.9
COc1cc(C)c(Cl)cc1S(=O)(=O)n1cnc2ccccc21	5.3	2.0	18.0	2.4	96.5	5.5	5.5	1.3	92.4
Cc1ccc(SCC(=O)Nc2ccc(N3CCOCC3)cc2)cc1C	-0.9	0.0	9.6	nt	101.6	0.7	2.9	nt	90.8
O=C(c1cccnc1)N1CCN(Cc2cccc(F)c2)CC1	10.4	0.0	9.7	-0.5	105.2	7.3	5.6	-2.5	110.4
Cc1cccc(C)c1NC(=O)CNC(=O)c1ccccc1	-16.3	0.0	5.3	0.8	100.9	-7.0	-0.3	1.0	106.4
CCc1nc2ccccc2c(C(=O)OCCN2C(=O)c3ccccc3C2=O)c1C	-1.6	2.0	9.5	0.2	97.9	-6.3	1.3	-0.7	97.7
Cn1cccc1/C=N/n1c(-c2ccco2)n[nH]c1=S	-15.2	2.0	0.2	-2.5	?	-6.8	1.6	-5.5	89.8[may fluoresce red]
CSc1cnc2c(=O)n(C)c(=O)[nH]c2n1	3.1	0.0	4.0	-1.7	82.9	-7.5	1.4	-5.5	103.8
CC(=O)/C=C/c1ccccc1O	0.0	0.0	1.3	-1.2	111.2	2.5	3.8	-0.3	112.6
O=C(COC(=O)COc1ccc(Cl)cc1)NCCNC(=O)COC(=O)COc1ccc(Cl)cc1	-4.9	0.0	-8.8	2.8	109.1	-11.0	4.1	-2.5	100.1
CCn1c(-c2ccncc2)n[nH]c1=S	-8.2	0.0	12.8	-1.4	90.5	-3.5	-2.8	1.4	91.7
CCn1c(SCC(=O)Nc2cc(F)ccc2C)nnc1-c1ccccc1O	-5.2	0.0	5.4	-3.0	104.2	-10.1	-9.4	-0.4	98.8
CC(C)(C)c1cc(Br)c(O)c(N=Nc2ccc(S(=O)(=O)N3CCOCC3)cc2)c1	12.7	6.0	-4.0	6.3	98.1	4.4	-2.4	2.0	95.0
COc1cccc(NC(=O)CSc2nc3n[nH]c(C)c3c(=N)n2-c2cccc(OC)c2)c1	3.8	1.0	6.3	-5.4	103.2	4.9	2.1	3.9	97.3
COc1cc(OC)cc(C(=O)N2CCC(N3CCN(c4ccccc4OC)CC3)CC2)c1	1.7	0.0	3.1	2.9	98.3	-1.0	2.8	-1.6	97.8
